# BB579 growth dn: chemicals that inhibit yeast BB579 growth in restrictive medium (lifespan-shortening candidates) | S. cerevisiae BB579 growth, OD615, 48 h | inhibition, % at 10 µM | 0.51% of 140,000 active;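 active = inhibition above a set limit, 3 SD over the mean compound inhibition, cut at about 44% in these data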; note: inactives centre near -24
#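 controls = amphotericin B 10 µg/mL, positive | assay system = DeaD yeast strain BB579 | schedule = 48 h compound exposure at 30 °C after 4 h preincubation | detection = OD615 turbidity measurement | medium = restrictive CSMM-D medium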
# GALR2 antag: antagonists of human galanin receptor 2 (GALR2); O43603; 0.39% of 140,000 active; inhibition, % at 4 µM; GALR2-expressing cells, antagonist mode; AID 828; in the data active = inhibition above about 27%;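 note: cells stimulated with galanin 1-16 at roughly its EC80; 0% = agonist challenge control and 100% = basal control without agonist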
# Target sequence (O43603 whole entry, looked up): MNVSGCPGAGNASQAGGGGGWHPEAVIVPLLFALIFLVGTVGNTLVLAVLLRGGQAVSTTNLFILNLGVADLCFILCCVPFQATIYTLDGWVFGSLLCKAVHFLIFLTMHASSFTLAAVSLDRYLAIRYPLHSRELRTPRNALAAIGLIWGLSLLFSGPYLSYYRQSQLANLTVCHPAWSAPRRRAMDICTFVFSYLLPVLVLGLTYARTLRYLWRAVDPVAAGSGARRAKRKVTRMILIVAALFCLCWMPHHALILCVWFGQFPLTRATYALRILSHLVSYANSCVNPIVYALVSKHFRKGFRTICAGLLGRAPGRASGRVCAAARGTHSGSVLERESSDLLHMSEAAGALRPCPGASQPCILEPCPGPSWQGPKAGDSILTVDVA
# Measles CPE: protection of cells from measles virus | AID 841 | protection (pct of control), % at 4 µM | 1.5% of 140,000 active | Measles virus-infected cells, CPE protection, absorbance; in the data active = protection mostly above about 24%, no sharp cut-off; inactive = mostly below about 26%; note: some compounds called inactive have numbers as strong as hits
# Phagocytosis inh: blocks phagocytosis by macrophages; inhibition, % at 5 µM; 0.07% of 110,000 active; J774A.1 macrophage IgG-bead phagocytosis, imaging; AID 1029;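 active = inhibition above the mean of the plate negative controls plus 5 SD, cut at about 13% in these data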;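 note: phagocytic index as fraction of beads internalized from green versus red external bead signal; plate controls were DMSO negative control for no effect and cytochalasin-D positive control for full effect; some results beyond the cut were filed as inactive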
# NPY Y2 blocker: blocks the human neuropeptide Y Y2 receptor; inhibition, % at 2.7 µM; AID 793; P49146; 0.99% of 140,000 active; NPY-Y2 expressing cells, antagonist mode; in the data active = inhibition above about 17%;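 note: 0% = vehicle with agonist challenge and 100% = reference antagonist with challenge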
# Target sequence (P49146 whole entry, looked up): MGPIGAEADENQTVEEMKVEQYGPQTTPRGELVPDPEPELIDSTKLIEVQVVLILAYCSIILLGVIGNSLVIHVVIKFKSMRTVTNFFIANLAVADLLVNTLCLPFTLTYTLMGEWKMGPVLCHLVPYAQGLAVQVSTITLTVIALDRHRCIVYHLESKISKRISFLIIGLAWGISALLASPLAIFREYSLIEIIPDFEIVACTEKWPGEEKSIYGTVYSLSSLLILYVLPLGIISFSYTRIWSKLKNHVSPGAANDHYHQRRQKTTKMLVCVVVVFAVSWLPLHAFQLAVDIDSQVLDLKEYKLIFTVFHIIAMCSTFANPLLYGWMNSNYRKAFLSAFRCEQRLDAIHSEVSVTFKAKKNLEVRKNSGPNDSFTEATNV
# Yeast life ext: yeast lifespan extension; S. cerevisiae growth with nicotinamide, OD615; deaD strain in restrictive glucose medium; inhibition of the nicotinamide effect, % at 10 µM; 0.68% of 130,000 active; AID 775;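 active = inhibition above a set limit, placed 3 SD over the median of all compounds, cut at about 26% in these data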;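 note: 0% = nicotinamide-treated wells and 100% = cells grown without nicotinamide; some compounds called inactive have numbers as strong as hits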
#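 System: Modified budding yeast, DeaD strain | Buffer or medium: Restrictive glucose medium | Also added: 1.5 mM nicotinamide | Doses: 10 µM single point, 0.25% DMSO | Schedule: 48 h compound exposure at 30 °C, humidified | Detection: Absorbance at 615 nm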
# E-sel TNF inh: TNF alpha driven E-selectin expression inhibition; inhibition, % at 2 µM; HUVEC TNFa-induced E-selectin immunofluorescence, high content; 0.71% of 120,000 active;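 active = inhibition above the batch mean plus 3 SD, and confirmed as a hit on visual image review, cut at about 43% in these data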;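 note: 0% = TNF-stimulated DMSO wells and 100% = unstimulated control wells; not every result past the cut was called active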
# MRP-1 activ: activates MRP-1 | viability increase, % at 10 µM | AID 799 | 0.61% of 140,000 active | H69AR cells + doxorubicin, viability rescue, CellTiter-Glo;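 active = viability gain under doxorubicin at or above a set limit, the compound median plus 3 SD, cut at about 4.7% in these data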;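 note: MRP-1 overexpressing cells given doxorubicin 25 µM after compound pretreatment; 18-22 h compound pretreatment then 72 h with doxorubicin before readout; 0% = doxorubicin-only wells and 100% = vehicle-treated cells without doxorubicin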
# bCat KO growth: beta-catenin-lacking colon tumor cell growth suppression | HCT116 beta-catenin knockout viability, CellTiter-Glo, 60 h; active compounds read low | viability, % at 10 µM | 1.5% of 140,000 active | AID 818;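 active = viability at or under a set limit, the compound median less 4 SD, cut at about 6% in these data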;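 note: 0% = Hyamine 1622 control at 20 µM and 100% = untreated cell control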
# HCT116 PTEN-null: suppresses growth of cells with PTEN deletion. 1.2% of 140,000 active. viability, % at 10 µM. HCT116 PTEN-null viability, CellTiter-Glo, 60 h; active compounds read low. AID 827;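 active = viability at or below a set limit, 4 SD under the median of all tested compounds, cut at about 3.7% in these data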;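 note: PTEN knockout HCT116 line with beta catenin targeted HCT116 as companion control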
# Starred values were filed as active, the others as inactive; . = not tested or not shown.
SMILES,BB579 growth dn,GALR2 antag,Measles CPE,Phagocytosis inh,NPY Y2 blocker,Yeast life ext,E-sel TNF inh,MRP-1 activ,bCat KO growth,HCT116 PTEN-null
Clc1ccc(-n2ncc3c(N4CCCCCC4)ncnc32)cc1,5,4,27,0,0,-9,-18,0.5,91,98
COc1cccc(C(=O)N2CCCC(c3nc(-c4cccs4)no3)C2)c1 (stereo not given),-10,7,59,-1,1,-12,6,-1.6,85,88
CCc1nnc(N2C(=O)c3ccc(Oc4ccc([N+](=O)[O-])cc4)cc3C2=O)s1,-33,-9,13,-10,8,52*,-16,0.6,96,100
COc1ccc(CNC(=O)c2cccc(N3CCCC3=O)c2)cc1,4,8,0,0,0,-10,-15,-0.8,78,87
CCn1c(=S)sc2c(=O)n(-c3ccccc3)c(SC)nc21,-36,-15,33,-2,7,6,.,-2.5,68,65
CCSc1nc2c(c(=O)n1CC)SC(C)C2 (stereo not given),-35,-1,3,-2,2,-20,-29,-0.3,95,99
CC1(C)OC2OC(COC(=O)c3ccccc3)C3OC(C)(C)OC3C2O1 (stereo not given),-7,4,20,-9,0,8,.,-0.5,89,94
O=C(Nc1ccc2c(c1)OCO2)C1CCN(S(=O)(=O)c2cccc3cccnc23)CC1,-36,2,3,.,3,-18,.,-0.7,111,82
NC(=O)NC(Cc1ccccc1)C(=O)NCC1(N2CCCCC2)CCCCC1 (stereo not given),10,6,35,0,3,-26,-3,-3.3,87,99
O=C(NCc1ccccc1C(F)(F)F)C12CN(Cc3ccccc3)CC1C(c1ccc([N+](=O)[O-])cc1)=NO2 (stereo not given),-38,0,6,1,2,-16,.,-1.1,91,87
CCC(C)NC(=O)c1c(F)c(F)c(F)c(F)c1F (stereo not given),-45,9,2,.,1,.,-10,0.1,93,104
S=c1[nH]c2ccc(Cl)cc2[nH]1,-32,-7,5,.,2,1,-11,-2.3,89,97
O=C(COC(=O)CCOc1ccccc1)NCc1ccco1,-34,-21,19,-1,-1,-13,-21,-0.8,89,90
O=C(CS(=O)CC(=O)N(CC(=O)NC1CCCC1)C1CCCC1)Nc1ccc(F)cc1 (stereo not given),-16,1,3,0,3,-2,.,-1.1,83,91
COC(=O)Nc1ccc2c(c1)OCO2,-40,-6,15,.,1,.,12,-1.5,83,83
COc1cccc(N2CCN(C3CC(=O)N(c4ccc(F)c(Cl)c4)C3=O)CC2)c1 (stereo not given),-24,4,2,0,2,-4,-9,-1.5,94,96
CC(C)Sc1nc(N2CCOCC2)c2c(c1C#N)CC(C)(C)SC2,-48,-5,7,0,3,4,-33,-1.6,66,67
COc1cccc(C(=O)Nc2ccc(N3CCN(Cc4ccccc4)CC3)cc2)c1,-28,-12,5,.,-5,-10,-4,-1.1,66,77
COCC(=O)Nc1nc2n(n1)C(c1ccc(OC)cc1)CC(c1ccc(OC)cc1)N2 (stereo not given),11,4,5,-2,2,-18,10,-4.0,102,103
CN1C(=O)N(C)C2(c3ccccc3)N(C)C(=O)NC12c1ccccc1 (stereo not given),-63,-4,12,-1,2,-8,-20,-1.2,96,91
COc1ccc(CCn2c(N)c(C(=O)NCc3ccco3)c3nc4ccccc4nc32)cc1OC,-31,4,14,1,-1,-21,-17,-5.0,35,25
CCC(=O)N(c1ccc(F)cc1)C1C=CS(=O)(=O)C1 (stereo not given),-18,4,13,.,0,-10,22,0.0,109,96
COc1ccc(C2SCC(=O)N2c2c(C)n(C)n(-c3ccccc3)c2=O)cc1OC (stereo not given),-32,-19,8,-1,0,0,7,-3.1,94,100
Cn1c(=O)c2c(nc(N3CCOCC3)n2CC(=O)C23CC4CC(CC(C4)C2)C3)n(C)c1=O,1,2,1,1,1,-14,-48,-1.8,85,82
Cc1cc(=O)oc(C)c1C(=O)NCCc1ccccc1,-25,9,12,1,0,-1,-2,-0.2,100,97
Cc1ccc(C)c(N2CCN(c3ncnc4c3cnn4-c3ccccc3)CC2)c1,-28,4,51*,1,2,-8,.,0.5,63,57
COc1ccc(CC(=O)NNc2ncnc3c2cnn3-c2ccccc2)cc1,-10,-5,21,3,1,4,.,-1.1,92,101
CC(=O)c1ccc(NC(=O)COC(=O)c2ccccc2Sc2ccccc2C#N)cc1,-30,4,24,-14,1,-2,22,-0.4,92,97
O=C1C(Cl)=C(N2CCN(Cc3ccccc3)CC2)C(=O)N1c1ccccc1,-33,6,10,-1,-3,-19,9,-4.3,106,99
Cc1nc(CSc2nnc3scc(-c4ccccc4)n23)cs1,-9,-6,6,-4,-2,-5,6,-0.8,101,96
COCCCNC(=S)NC1CC2CCCC(C1)N2Cc1cccs1 (stereo not given),-22,8,6,.,-1,-3,-5,-3.1,85,92
Cc1c(NS(=O)(=O)c2cccs2)c(=O)n(-c2ccccc2)n1C,-28,4,2,0,0,0,13,-0.3,94,91
O=C(c1cccn2c(=O)c3cc4ccccc4cc3nc12)N1CCN(c2ccccc2)CC1,-24,19,23,0,4,4,6,-1.9,88,89
CC1CN(S(=O)(=O)c2ccc(Cl)c(C(F)(F)F)c2)CC(C)O1 (stereo not given),-13,6,9,0,3,-17,-3,-3.4,91,84
CC(C)(C)C(=O)Nc1nc(C2CCCN2S(=O)(=O)c2ccc(Cl)cc2)cs1 (stereo not given),-23,-2,2,-2,4,-18,16,-0.6,80,73
COc1ccc(CNC(=O)c2ccc(NS(=O)(=O)c3c(C)noc3C)cc2)cc1,-44,7,5,0,3,-1,13,-3.1,88,85
CCOC(=O)N1CCC(NS(=O)(=O)c2ccc3c(c2)OCC(=O)N3)CC1,-37,6,1,-1,3,1,2,-1.8,94,99
Cc1ccc2cc(CCNC(=O)C(C)C)c(=O)[nH]c2c1,-31,10,14,0,4,-14,-4,-0.8,101,101
Cc1nc2ncnn2c(C)c1CCC(=O)Nc1ccc(S(=O)(=O)N2CCCCCC2)cc1,-41,5,8,.,3,-1,2,-4.1,90,95
CCC(=O)Nc1ccc(/C(C)=N\NC(=O)c2ccc(OC)cc2)cc1,-50,4,9,-2,2,2,.,-0.2,91,97

# A different layout for 14 compounds above:
SMILES	BB579 growth dn	GALR2 antag	Measles CPE	Phagocytosis inh	NPY Y2 blocker	Yeast life ext	E-sel TNF inh	MRP-1 activ	bCat KO growth	HCT116 PTEN-null
Cc1cc(=O)oc(C)c1C(=O)NCCc1ccccc1	-25	9	12	1	0	-1	-2	-0.2	100	97
Cc1ccc(C)c(N2CCN(c3ncnc4c3cnn4-c3ccccc3)CC2)c1	-28	4	51*	1	2	-8	.	0.5	63	57
COc1ccc(CC(=O)NNc2ncnc3c2cnn3-c2ccccc2)cc1	-10	-5	21	3	1	4	.	-1.1	92	101
CC(=O)c1ccc(NC(=O)COC(=O)c2ccccc2Sc2ccccc2C#N)cc1	-30	4	24	-14	1	-2	22	-0.4	92	97
O=C1C(Cl)=C(N2CCN(Cc3ccccc3)CC2)C(=O)N1c1ccccc1	-33	6	10	-1	-3	-19	9	-4.3	106	99
Cc1nc(CSc2nnc3scc(-c4ccccc4)n23)cs1	-9	-6	6	-4	-2	-5	6	-0.8	101	96
COCCCNC(=S)NC1CC2CCCC(C1)N2Cc1cccs1 (stereo not given)	-22	8	6	.	-1	-3	-5	-3.1	85	92
Cc1c(NS(=O)(=O)c2cccs2)c(=O)n(-c2ccccc2)n1C	-28	4	2	0	0	0	13	-0.3	94	91
O=C(c1cccn2c(=O)c3cc4ccccc4cc3nc12)N1CCN(c2ccccc2)CC1	-24	19	23	0	4	4	6	-1.9	88	89
CC1CN(S(=O)(=O)c2ccc(Cl)c(C(F)(F)F)c2)CC(C)O1 (stereo not given)	-13	6	9	0	3	-17	-3	-3.4	91	84
CC(C)(C)C(=O)Nc1nc(C2CCCN2S(=O)(=O)c2ccc(Cl)cc2)cs1 (stereo not given)	-23	-2	2	-2	4	-18	16	-0.6	80	73
COc1ccc(CNC(=O)c2ccc(NS(=O)(=O)c3c(C)noc3C)cc2)cc1	-44	7	5	0	3	-1	13	-3.1	88	85
CCOC(=O)N1CCC(NS(=O)(=O)c2ccc3c(c2)OCC(=O)N3)CC1	-37	6	1	-1	3	1	2	-1.8	94	99
Cc1ccc2cc(CCNC(=O)C(C)C)c(=O)[nH]c2c1	-31	10	14	0	4	-14	-4	-0.8	101	101

# (listing goes on)
SMILES,BB579 growth dn,GALR2 antag,Measles CPE,Phagocytosis inh,NPY Y2 blocker,Yeast life ext,E-sel TNF inh,MRP-1 activ,bCat KO growth,HCT116 PTEN-null
CC(C)CNC(=S)NNC(=O)c1ccco1,-20,4,3,.,3,.,-2,-3.5,95,104
Cc1cc(NC(=O)CCN2C(=O)c3ccccc3C2=O)no1,-10,-13,2,1,2,-10,.,-0.6,97,106
NC(=O)C1(N2CCCCC2)CCN(C(=S)Nc2ccc(F)cc2)CC1,-38,17,11,.,-1,4,.,-2.0,87,98
CCOC(=O)c1c(NC(=O)c2ccoc2C)sc2c1CCC2,-35,-2,1,-2,1,-8,4,0.6,89,88
COc1ccc2nc(-c3ccccc3)cc(OC)c2c1,-23,-3,17,-5,4,-7,.,-3.3,72,81
COc1ccc(CCNS(=O)(=O)c2ccc3c(c2)oc(=O)n3C)cc1OC,-23,14,8,.,3,1,-7,-1.7,100,94
CCC(C)(C)n1nnnc1CN1CCC(O)(c2cccc(C(F)(F)F)c2)CC1,-31,-2,7,.,1,.,-3,-4.6,90,93
COC(=O)N/N=C/c1ccc(-c2cc(Cl)cc(Cl)c2)o1,-24,1,5,-2,2,-4,.,8.5*,87,89
Cc1nn(C)c(C)c1/C=C1/SC(=S)NC1=O,-40,-26,4,3,4,-18,4,-4.4,102,95
CO/N=C(\C(=O)N[C@@H]1C(=O)N2C(C(=O)O)=C(COC(C)=O)CS[C@H]12)c1csc(N)n1 (stereo in doubt),-29,5,29,.,-2,6,.,-0.9,95,90
CCOCCCNC(=O)C1CCN(S(=O)(=O)CC)CC1,-3,-5,5,1,1,-16,.,-0.7,100,90
CC(Sc1nc2cc(Cl)ccc2s1)C(=O)Nc1cccc(S(=O)(=O)N2CCOCC2)c1 (stereo not given),-40,15,6,1,-1,10,-3,3.0,75,79
COc1ccc(NC(=O)Cc2ccccc2)cc1,-19,3,6,.,4,.,-2,-2.1,100,93
CCN(CC)C(=O)c1cnn(-c2ccccc2)c1NC(=O)c1cccc(F)c1,-19,0,4,-1,1,-13,7,-3.2,94,96
CCc1cc2c(SCC(=O)Nc3ccc(Cl)cn3)ncnc2s1,-47,-4,2,-5,2,7,-9,-4.4,37,19
Cc1cccc(C)c1NC(=O)CS(=O)CC(=O)NCCCc1ccccc1 (stereo not given),-37,-6,20,.,2,3,-17,2.3,100,102
CN(C)CCNC(=S)Nc1ccc(Br)cc1,2,8,1,-5,1,-1,22,-1.6,94,94

# Compound activity (PubChem BioAssay)
